High-throughput results (PubChem)
AMA1-RON2 inh: qHTS for Inhibitors of AMA1-RON; Towards Development of Antimalarial Drug Lead: Primary Screen. AlphaScreen AMA1-biotinylated RON2 peptide binding. Potency, µM (titrated, usually from 58.2 µM), without a hit: top-dose activity change, negative = inhibition, most hits filed as inhibitors. 0.2% of 360,000 active. AID 720542, 2013; active = well fitted inhibition curve with a large enough effect; inconclusive = small, poorly fitted or top-dose-only effect; inactive = no such curve, though single readings can be large or run the other way;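 note: potency is the fitted concentration of half-maximal effect; 0% = vehicle wells and -100% = peptide control; nearly all actives have a fitted effect of over 45% in size; some results filed as inactive show a strong effect at the top dose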
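AMA1 (3D7) with his tag at 25 nM final met compounds first, then biotinylated RON2 peptide at 25 nM; detection used donor plus acceptor beads, 10 µg/mL apiece, read by AlphaScreen after 30 min at room temperature.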
HCMV antiviral: qHTS Assay for inhibitors of the human cytomegalovirus (HCMV). HFF cells, HCMV-luciferase reporter, 72 h; stronger effect = lower value. activity change, negative = inhibition, % at 57.5 µM. 4.5% of 410,000 active; in the data active = activity change below about -60%; inconclusive = no clear call, values can overlap the other calls; inactive = above about -39%
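Compounds were evaluated in HFFs infected with an HCMV luciferase reporter virus (MOI 1 PFU/cell). Luciferase in lysates collected 72 h post infection served as the replication measure.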
* hit, by the source's call; & = joins results of further samples; [ ] = remark or other dose. Unless noted, % is set by controls: 0 for no effect and ±100 for the full control effect. Not all compounds are listed (hit frequency here may not be typical).

For CCN(CC(=O)Nc1c(F)cccc1F)C(=O)c1cccn1C the results were AMA1-RON2 inh -10.6% and HCMV antiviral 15.9.
`O=C(CCCCCCCC(=O)N1CCCC1)N1CCCC1` gave AMA1-RON2 inh 7.7% and HCMV antiviral -1.5.
OCc1cccc[n+]1Cc1ccccc1 was read as AMA1-RON2 inh 9.9% and HCMV antiviral 37.5.
For CC[C@H]1C(=O)[C@@H](Cc2ccccc2)[C@@H]2CCN3C(=O)CCC[C@H]1[C@H]23 the results were AMA1-RON2 inh -3.5% and HCMV antiviral 3.2.
For C#Cc1cccc(Nc2nc(NC(C)C)nc3ccsc23)c1 the results were AMA1-RON2 inh -7.6% and HCMV antiviral -12.9.
`Nc1c(Br)cc2c([nH]c(=O)c3ccccc32)c1Br` gave AMA1-RON2 inh -2.1% and HCMV antiviral -25.3.
For O=C(O)C[C@H]1c2cc(F)ccc2S(=O)(=O)N1C1CCN(Cc2ccccc2)CC1 the results were AMA1-RON2 inh -2.8% and HCMV antiviral 19.2.
`Nc1ccc2c(c1)C(=NO)c1ccccc1-2` gave AMA1-RON2 inh -26.3% and HCMV antiviral -12.0.
Screening O=C(NC1CCCCC1)C(c1ccnc2ccccc12)n1c(=O)c(-c2cc3ccccc3[nH]2)nc2ccccc21 (stereo not given) returned AMA1-RON2 inh 29.7% and HCMV antiviral 31.2.
`CCCCCCN1C[C@@H](n2cc(COC(=O)c3ccccc3)nn2)[C@H](O)C[C@@H]1c1ccccc1` gave AMA1-RON2 inh -19.8% and HCMV antiviral -103.4*.
`CC(CCN1CCC(CN2C(=S)NCC2Cc2ccccc2)CC1)c1ccccc1` (stereo not given) gave AMA1-RON2 inh -4.5% and HCMV antiviral -8.2.
`CCCCN1CC(N2CCN(CCN(C)C)CC2)CS1(=O)=O` (stereo not given) gave AMA1-RON2 inh 18.2% and HCMV antiviral -25.0.
`CC1(C(=O)NS(=O)(=O)c2ccc(Cl)cc2)CCN1C(=O)c1ccccc1` (stereo not given) gave AMA1-RON2 inh 3.1% and HCMV antiviral -22.0.
For COCCN(C(=O)COC(=O)CCCc1c[nH]c2ccccc12)c1c(N)n(Cc2ccccc2)c(=O)[nH]c1=O the results were AMA1-RON2 inh -3.3% and HCMV antiviral 24.9.
`COc1ccc(-c2cc(NC=O)c3ncc(-c4cccc(C(F)(F)F)c4)n3c2)cc1OC` gave AMA1-RON2 inh 51.1%[activator] and HCMV antiviral -26.4.
`CC1(C)C(=O)C=C(N2CCCCC2)c2ccccc21` gave AMA1-RON2 inh 12.3% and HCMV antiviral -26.9.
Screening Cc1cnc(-c2nc3ccccc3n2C(C(=O)Nc2c(C)cccc2C)C2CC2)cn1 (stereo not given) returned AMA1-RON2 inh 52.1%[activator] and HCMV antiviral 7.5.
`CCOC(=O)N1C2C=CC(C2)N1C(=O)OCC` gave AMA1-RON2 inh 11.3% and HCMV antiviral -8.8.
For N#CCCCCn1ccc(NC(=O)c2ccc(Cl)cc2O)n1 the results were AMA1-RON2 inh -9.6% and HCMV antiviral 65.8.
`COc1ccc(CN2C(=O)C(CC(=O)NCCc3ccccn3)CC(C(=O)N(C)C)=C2C)cc1` (stereo not given) gave AMA1-RON2 inh 40.0%[activator] and HCMV antiviral -9.3.
For CC(NC(=O)C1CCCC1)c1ccccc1 (stereo not given) the results were AMA1-RON2 inh 10.8% and HCMV antiviral -12.4.
CC(C)CC(=O)C(=O)O was read as AMA1-RON2 inh -0.9%&10.4% and HCMV antiviral -10.4&15.3.
`CCCn1cnc2c(SCc3ccccc3Cl)nc(N)nc21` gave AMA1-RON2 inh 12.4% and HCMV antiviral inconclusive.
Screening CS(=O)(=O)c1ccc(Nc2nc(C(N)c3ccccc3)cs2)cc1 (stereo not given) returned AMA1-RON2 inh 75.0%[activator] and HCMV antiviral 37.3.
For O=C(N[C@H](CO)Cc1ccccc1)[C@H]1O[C@@H](n2ccc(=O)[nH]c2=O)[C@H](O)[C@@H]1O the results were AMA1-RON2 inh 23.1% and HCMV antiviral 5.2.
Screening COC(=O)[C@]12CCCCC=C1N(Cc1cccc3ccccc13)C(=O)[C@H](CC(=O)NCc1cccc3ccccc13)C2 returned AMA1-RON2 inh 2.6% and HCMV antiviral -9.0.
`CC(C)C[C@@H](CN1CCCC1CN1C(=S)NC[C@@H]1Cc1ccc(O)cc1)N1C[C@H](Cc2ccc(O)cc2)N(CC2CCCCC2)C1=S` (stereo not given in full) gave AMA1-RON2 inh 6.1% and HCMV antiviral -98.1*.
`O=C1c2ccccc2C(=O)N1CCCN1C(=O)c2ccccc2C1=O` gave AMA1-RON2 inh 4.0% and HCMV antiviral 20.3.
CSc1ccc(CN2CCC2(C)C(=O)Nc2cccc(Oc3ccccc3)c2)cc1 (stereo not given) was read as AMA1-RON2 inh -7.7% and HCMV antiviral -23.7.
For CCCCCCn1c(=O)n2n(c1=O)[C@@H]1CN(S(=O)(=O)c3ccc(C)cc3)C[C@]1(O)[C@@H](OC(=O)NCc1ccccc1F)C2 the results were AMA1-RON2 inh -3.1% and HCMV antiviral 12.6.
`O=P(NC1CCCCC1)(Oc1ccccc1)Oc1ccccc1` gave AMA1-RON2 inh 2.8% and HCMV antiviral 7.9.
Screening CN1OC[C@@H]2CN(Cc3ccccc3)[C@H](c3cccc(Oc4ccccc4)c3)C[C@@H]21 returned AMA1-RON2 inh -28.3% and HCMV antiviral -2.9.
Cc1cc(-c2ccc([N+](=O)[O-])cc2)cc(C)n1 was read as AMA1-RON2 inh 7.3% and HCMV antiviral -25.8.
CC1(C(=O)Nc2ccc3c(c2)OCCO3)CN(S(C)(=O)=O)CC(=O)N1CCc1ccccc1F (stereo not given) was read as AMA1-RON2 inh -5.7% and HCMV antiviral 13.1.
Screening COc1cccc(NC(=O)N(C)C[C@H]2Oc3cc(C#Cc4ccncc4)ccc3S(=O)(=O)N([C@H](C)CO)C[C@H]2C)c1 returned AMA1-RON2 inh -14.5% and HCMV antiviral -109.0*.
Screening OC(c1ccccc1)c1nc(-c2cccc(F)c2)cs1 (stereo not given) returned AMA1-RON2 inh 13.6% and HCMV antiviral 93.1.
`CC1(C(=O)Nc2ccc3c(c2)OCCO3)CN(S(C)(=O)=O)CC(=O)N1Cc1cccs1` (stereo not given) gave AMA1-RON2 inh 1.6% and HCMV antiviral 0.4.
Cn1c(=O)c2cc(NC(=O)Nc3ccccc3)ccc2n1Cc1ccccc1 was read as AMA1-RON2 inh 0.0% and HCMV antiviral -25.3.
Screening CC1=C(C(=O)N(C)C)CC(CC(=O)NCCCN(C)C)C(=O)N1CCCN1CCCC1=O (stereo not given) returned AMA1-RON2 inh -1.1% and HCMV antiviral 4.7.
`CCCNC(=O)C1(C)CCN(C(=O)c2c(Cl)cccc2Cl)C1` (stereo not given) gave AMA1-RON2 inh 1.2% and HCMV antiviral 7.2.
Screening COc1cc2c(cc1OC)C(C(N)=O)NCC2 (stereo not given) returned AMA1-RON2 inh 23.6% and HCMV antiviral 37.3.
Screening CN1CCC(N2CCN(C3CN(C4CCCC4)S(=O)(=O)C3)CC2)CC1 (stereo not given) returned AMA1-RON2 inh 9.9% and HCMV antiviral -3.1.
Cc1cc(=O)n2[nH]c(Nc3cccc(Cl)c3)nc2n1 was read as AMA1-RON2 inh -29.2% and HCMV antiviral -10.1.
For COc1ccc(COCC(O)CN2CCN(S(=O)(=O)c3c(F)cccc3F)CC2)cc1OC (stereo not given) the results were AMA1-RON2 inh 53.3%[activator][11.6 µM] and HCMV antiviral -5.2.
`CCOC(=O)C1=C(C)N=c2sc(=Cc3ccc(OCC(=O)O)cc3)c(=O)n2C1c1ccc(Cl)cc1` (stereo not given) gave AMA1-RON2 inh -16.5% and HCMV antiviral -0.1.
`Nc1ncnc(N)c1NC(=O)c1cc(Cl)c(OCc2ccccc2)c(Cl)c1` gave AMA1-RON2 inh 1.1% and HCMV antiviral -17.7.
O=[N+]([O-])c1nccn1CCCCCCCCCCCN1CCOCC1 was read as AMA1-RON2 inh 0.0% and HCMV antiviral -35.3.
`CC(C)NC(=O)C1(C)CCCN1C(=O)c1cc(C#N)cs1` (stereo not given) gave AMA1-RON2 inh -1.5% and HCMV antiviral -6.0.
CC(CSC(=O)c1ccccc1)C(=O)N1c2ccccc2CC1C(=O)O (stereo not given) was read as AMA1-RON2 inh -9.9% and HCMV antiviral 18.3.
CN1C(=O)c2ccccc2C(O)c2ccccc21 (stereo not given) was read as AMA1-RON2 inh inconclusive and HCMV antiviral 8.0.
Screening O=C(COC(=O)c1cncc(Br)c1)Nc1ccc(S(=O)(=O)N2CCOCC2)cc1 returned AMA1-RON2 inh 30.8%[activator] and HCMV antiviral -8.9.
`COc1ccc(-n2nc3c(c2NC(=O)c2ccccc2)CS(=O)(=O)C3)cc1` gave AMA1-RON2 inh 7.5% and HCMV antiviral 18.3.
CCCCCCCCN1[C@@H](CC(=O)O)c2cc(C(F)(F)F)ccc2S1(=O)=O was read as AMA1-RON2 inh -3.6% and HCMV antiviral -12.3.
For COc1ccc(C=CC(=O)c2cc(O)ccc2O)cc1 the results were AMA1-RON2 inh -15.9% and HCMV antiviral inconclusive.
Screening CC1(C(=O)NCc2ccc(C(F)(F)F)cc2)CCN1Cc1c(F)cccc1F (stereo not given) returned AMA1-RON2 inh 2.7% and HCMV antiviral 15.4.
COC(=O)C[C@@H]1C=C[C@@H](NS(=O)(=O)c2cccc(OC)c2)[C@@H](CO)O1 was read as AMA1-RON2 inh -4.5% and HCMV antiviral 31.5.
Screening CSCCC(NC(=O)c1ccccc1Cl)C(=O)NCCOc1ccc(C)cc1 (stereo not given) returned AMA1-RON2 inh -4.8% and HCMV antiviral -2.7.
COCC(=O)N1C[C@H]2CON(C)[C@H]2C[C@H]1c1cccc(-c2ccccc2)c1 was read as AMA1-RON2 inh -7.6% and HCMV antiviral 8.3.
For NC(=O)c1cccc(-c2coc3c(C(=O)NCCc4ccccc4)cccc23)c1 the results were AMA1-RON2 inh -1.4% and HCMV antiviral 42.5.
Screening CN1CCN(c2ncnc3c2ncn3[C@H]2CN(C)C[C@@H](CO)O2)CC1 returned AMA1-RON2 inh -1.5% and HCMV antiviral -2.8.
For CCOC(=O)c1c(NC(C)=O)sc2c1C1CCN2CC1 the results were AMA1-RON2 inh -1.0% and HCMV antiviral 26.3.
`Cc1noc(C)c1-c1ccc(C(=O)NCCc2ccccc2)c2occc12` gave AMA1-RON2 inh 17.3% and HCMV antiviral 191.8.
`Cc1nc2ccccc2n1Cc1ccc(Br)cc1` gave AMA1-RON2 inh -10.7% and HCMV antiviral inconclusive.
CC1C(c2ccccc2)OCCN1C=NC#N (stereo not given) was read as AMA1-RON2 inh 1.0% and HCMV antiviral -10.5.
Screening COc1ccc2[nH]c(=O)c(CN(C(C)=O)c3cc(C)ccc3C)cc2c1 returned AMA1-RON2 inh 3.7% and HCMV antiviral 21.3.
`O=C([C@@H]1CCCN1C1=NS(=O)(=O)c2ccccc21)N1CCN(c2ccccc2)CC1` gave AMA1-RON2 inh 4.4% and HCMV antiviral 7.4.
CCCCn1c(SCC(=O)NC2CC2)nc2cc(C(=O)OC)ccc2c1=O was read as AMA1-RON2 inh -13.5% and HCMV antiviral -20.0.
Screening COc1ccc(/C=N/NC(=O)c2sccc2C)c2ccccc12 returned AMA1-RON2 inh 14.2% and HCMV antiviral -62.2*.
`Cc1ccc(CC(C)(O)CC(C)(O)Cc2ccc(C)cc2)cc1` (stereo not given) gave AMA1-RON2 inh 1.7% and HCMV antiviral 29.4.
CC1=C(C(=O)N(C)C)CC(CC(=O)NCCCN(C)C)C(=O)N1CCC1=CCCCC1 (stereo not given) was read as AMA1-RON2 inh -9.5% and HCMV antiviral -24.3.
For CC1(C)CC(=O)C=C(c2ccc(-c3cnc4ccccc4c3)cc2)C1=O the results were AMA1-RON2 inh -11.0% and HCMV antiviral -71.3*.
Screening C[C@H](NC(=O)[C@@H]1CCCN1C(=O)[C@@H]1CCCN1C(=O)c1cccc2ccccc12)c1ccccc1 returned AMA1-RON2 inh -2.2% and HCMV antiviral -5.3.
For CC(=O)Nc1cc(-c2cccc(F)c2)cn2c(-c3ccc(S(C)(=O)=O)cc3)cnc12 the results were AMA1-RON2 inh 13.4% and HCMV antiviral 0.5.

Already shown: an excerpt of the list.
CCCCn1c(SCC(=O)NC2CC2)nc2cc(C(=O)OC)ccc2c1=O was read as AMA1-RON2 inh -13.5% and HCMV antiviral -20.0.
Screening COc1ccc(/C=N/NC(=O)c2sccc2C)c2ccccc12 returned AMA1-RON2 inh 14.2% and HCMV antiviral -62.2*.
`Cc1ccc(CC(C)(O)CC(C)(O)Cc2ccc(C)cc2)cc1` (stereo not given) gave AMA1-RON2 inh 1.7% and HCMV antiviral 29.4.
CC1=C(C(=O)N(C)C)CC(CC(=O)NCCCN(C)C)C(=O)N1CCC1=CCCCC1 (stereo not given) was read as AMA1-RON2 inh -9.5% and HCMV antiviral -24.3.
For CC1(C)CC(=O)C=C(c2ccc(-c3cnc4ccccc4c3)cc2)C1=O the results were AMA1-RON2 inh -11.0% and HCMV antiviral -71.3*.
Screening C[C@H](NC(=O)[C@@H]1CCCN1C(=O)[C@@H]1CCCN1C(=O)c1cccc2ccccc12)c1ccccc1 returned AMA1-RON2 inh -2.2% and HCMV antiviral -5.3.
For CC(=O)Nc1cc(-c2cccc(F)c2)cn2c(-c3ccc(S(C)(=O)=O)cc3)cnc12 the results were AMA1-RON2 inh 13.4% and HCMV antiviral 0.5.
